Bioassay records deposited in PubChem BioAssay by several laboratories.
OX1R antag-1 – human HCRTR1 antagonism. 330,000 tested, 0.43% active. AID 434989. CHO/OX1R cells, Fluo-8 calcium fluorescence, orexin A. inhibition, % at 5 µM;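 active means inhibition above its plate's threshold, mean inhibition of all tested compounds on the plate plus 3 SD, cut at about 37% in these data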;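 further: 0% = orexin A challenge wells and 100% = SB-334867-A antagonist wells; not every result past the cut was called active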
Target sequence (O43613 whole entry, looked up): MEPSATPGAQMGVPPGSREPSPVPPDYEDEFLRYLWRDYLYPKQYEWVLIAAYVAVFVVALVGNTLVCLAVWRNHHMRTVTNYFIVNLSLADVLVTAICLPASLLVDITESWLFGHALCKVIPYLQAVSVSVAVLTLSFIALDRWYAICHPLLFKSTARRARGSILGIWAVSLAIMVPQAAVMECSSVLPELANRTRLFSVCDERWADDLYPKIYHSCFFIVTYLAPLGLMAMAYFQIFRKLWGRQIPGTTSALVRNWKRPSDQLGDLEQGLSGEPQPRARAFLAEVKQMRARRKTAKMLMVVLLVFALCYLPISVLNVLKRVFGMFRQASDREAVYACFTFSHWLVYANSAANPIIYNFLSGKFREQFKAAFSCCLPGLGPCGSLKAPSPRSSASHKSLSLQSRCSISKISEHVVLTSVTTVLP
OX1R antag-2 – blocks the human orexin 1 receptor; inhibition, % at 6.6 µM; OX1R-expressing cells, FRET antagonist read-out; 330,000 tested, 1.8% active; AID 485270; O43613; in the data active means inhibition mostly above about 38%, no sharp cut-off; inactive means mostly below about 40%;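 further: 0% = agonist challenge alone and 100% = reference antagonist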
CHT PAM – allosterically activates the human high affinity choline transporter; 310,000 tested, 0.49% active; CHT-expressing cells, membrane potential dye, choline EC20; active compounds read high; LV-AA mutant CHT in HEK293 cells; AID 488977; B-score at 10 µM;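 active means initial fluorescence not abnormally high and integrated response B-score, plate-corrected, over 3 SD above library mean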
Target sequence (Q9GZV3 whole entry, looked up): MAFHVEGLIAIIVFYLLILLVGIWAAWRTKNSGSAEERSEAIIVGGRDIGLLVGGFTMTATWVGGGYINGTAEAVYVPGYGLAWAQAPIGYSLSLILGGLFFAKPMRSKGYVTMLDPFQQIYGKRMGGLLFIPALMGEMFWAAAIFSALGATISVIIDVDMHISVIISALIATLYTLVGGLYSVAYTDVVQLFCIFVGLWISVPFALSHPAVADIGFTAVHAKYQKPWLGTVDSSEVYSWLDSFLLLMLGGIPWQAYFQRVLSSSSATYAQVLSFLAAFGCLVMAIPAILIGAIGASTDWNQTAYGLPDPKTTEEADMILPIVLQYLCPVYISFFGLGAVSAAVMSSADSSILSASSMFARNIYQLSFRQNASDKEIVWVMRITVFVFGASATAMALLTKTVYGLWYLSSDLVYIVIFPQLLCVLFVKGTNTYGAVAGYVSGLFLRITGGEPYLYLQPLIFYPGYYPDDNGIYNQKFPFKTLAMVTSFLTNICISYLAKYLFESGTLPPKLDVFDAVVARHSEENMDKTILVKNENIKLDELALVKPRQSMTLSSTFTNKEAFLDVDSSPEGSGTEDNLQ
The depositor's hits bear a star; i = inactive; · = no result given.

compound	OX1R antag-1	OX1R antag-2	CHT PAM
O=C(NCCSCc1ccccc1)c1ccc(C2SCC(=O)N2Cc2ccccc2)cc1 (stereo unspecified)	0	24	i
Cc1cccc(Cc2nnc(CCC(=O)NCc3cnc4ccccn34)o2)c1	-1	10	i
CCCSC1C(C)=C(C)C(=O)N1Cc1ccccc1 (stereo unspecified)	-33	4	i
COCc1cc(C)nc(SCC(=O)Nc2ccc3c(c2)OCCO3)c1C#N	-4	32	i
O=C(NCCN1CCOCC1)c1cc2sccc2n1Cc1ccc(Cl)cc1	-28	7	i
Cc1ccc(SCC(=O)Nc2cccc(C(=O)NC(C)(C)C)c2)cc1	-9	30	i
O=C(CCC(=O)Nc1ccc(F)cc1)N/N=C/c1cc([N+](=O)[O-])ccc1O	-2	24	i
Cn1nnnc1SCC(=O)N1CCN(c2ccccc2)CC1	-13	22	i
Cc1cc(Br)c2c(c1)C1(OCCO1)C(=O)N2	-7	-5	i
COc1ccc(CNC(=O)CCSc2nc(-c3ccc4c(c3)OCO4)cc(C(F)(F)F)n2)cc1	-24	12	i
Cc1c(C(=O)N2C[C@@H](C)O[C@@H](C)C2)oc2c(F)cccc12	-19	10	i
Cc1ccc(-c2c(C)n([O-])c3c([n+]2=O)CCC3)o1	-1	8	i
O=C(NCCCN1CCN(c2ccccc2F)CC1)C1CC(=O)N(C2CCCC2)C1 (stereo unspecified)	-33	1	i
Cc1ccc(NC(=O)CN(c2ccccc2)S(=O)(=O)N(C)C)cc1	-15	6	i
CC(Oc1ccc(Cl)cc1Cl)C(=O)Nc1ccc(O)cc1 (stereo unspecified)	-13	6	i
Cc1n[nH]c(=O)c2c(NC(=O)CSc3ncccn3)oc(C)c12	-14	48	i
C=CCOC(=O)C1=C[C@H](C2CC2)[C@@H](CCCO)[C@H](OCC)O1	-5	8	i
Cn1nc(N)nc1N1CCN(c2ccc(F)cc2)CC1	-12	8	i
CC1(C)CC(NC(=O)c2ccccc2C(=O)NC2CC(C)(C)NC(C)(C)C2)CC(C)(C)N1	-9	0	i
Cc1ccc(S(=O)(=O)N2CCCCC2)cc1NC(=O)c1c(-c2ccccc2)noc1C	-11	3	·
CCN1C(=NCC(C)C)N[C@@H](c2cccc(F)c2)C(C(=O)OC)=C1C	-24	14	i
CCN(CC)S(=O)(=O)c1ccc(Cl)c(NC(=O)COC(=O)/C=C/c2cc(OC)c(OC)c(OC)c2)c1	-1	6	i
COc1ccc(N2C(=O)CC(Cc3ccc(Br)cc3)C2=O)cc1 (stereo unspecified)	-12	8	i
COc1ccc(/C=N/NC(=O)CCn2c3ccccc3c3ccccc32)cc1O	18	31	i
CCCn1c(=S)[nH]c2cc(C(=O)NCC3CCCO3)ccc2c1=O (stereo unspecified)	-22	15	i
CCN1C(=O)[C@H]2[C@@H](c3ccc(-c4ccc(F)cc4)cc3)N[C@@](Cc3ccccc3)(C(=O)OC)[C@H]2C1=O	-9	14	i
CC(c1ccco1)N(C(=O)CSc1ccc(Br)cc1)c1ccccn1 (stereo unspecified)	-21	27	i
Cc1ccc(-c2cc(C(=O)N/N=C/c3ccccc3O)n[nH]2)o1	-29	29	i
CC1Cc2nc(SCC(=O)N3CCOCC3)n(C)c(=O)c2S1 (stereo unspecified)	-1	6	i
COc1cccc(C(=O)N2CCN(Cc3ccco3)CC2)c1OC	-18	22	i
CCOc1ccccc1-c1nc(CN2CCN(C(=O)c3ccco3)CC2)c(C)o1	-18	8	i
COC(=O)C1CCN(c2ccc(Cl)nn2)CC1	3	11	i
Cc1ccsc1/C=N/NC(=O)Cc1cccn1C	5	8	i
NC(=O)CC(NC(=O)c1ccc(Br)cc1)c1ccc(N2CCC(Br)CC2)c([N+](=O)[O-])c1 (stereo unspecified)	-21	27	i
COc1ccc(S(=O)(=O)Nc2c(F)cccc2F)cc1	11	16	i
Cc1ccc(C(=O)NCCCN2CCOCC2)cc1S(=O)(=O)N1CCOCC1	-7	3	·
COc1ccccc1/C=C/C(=O)OCC(=O)Nc1ccccc1Sc1ccccc1	-42	10	i
Cc1ccc2c(C(=O)CN3CC(C)CC(C)C3)c(C)[nH]c2c1 (stereo unspecified)	-12	8	i
C/C(N)=C(/C#N)C(=O)COC(=O)COc1ccc(Cl)cc1	-13	16	i
Cc1cccc2[nH]c(CN(C)C(=O)C3CCC(=O)N(C4CC4)C3)nc12 (stereo unspecified)	-5	8	i
COc1cccc(NC(=O)N2CCOCC2)c1	-6	4	i
CCOC(=O)C(Nc1ccc2ccccc2c1)C(=O)OCC	-17	54	i
COc1cc(C2C(C(=O)c3ccc(C)o3)=C(O)C(=O)N2CCCn2ccnc2)cc(OC)c1OC (stereo unspecified)	-15	10	i
FC(F)Oc1ccc(NC(=S)N2CCN(Cc3ccccc3)CC2)cc1	3	7	i
O=C(COC(=O)c1cccnc1)Nc1ccc2c(c1)OCO2	-2	4	i
CC(OC(=O)CCC(=O)c1ccc(F)cc1)C(=O)NC1CCCCC1C (stereo unspecified)	-18	6	i
CCN(CC(=O)Nc1c(F)cccc1F)C(=O)C1CCCN(C(=O)c2ccc(Cl)cc2)C1 (stereo unspecified)	-15	8	i
Cc1cccc(N=C2NN=C(c3c[nH]c4ccccc34)CS2)c1	-9	5	i
CCc1nnc(NC(=O)c2ccc3c(c2)C(=O)N(C(C)(C)C)C3=O)s1	-7	4	i
Clc1ccc(Oc2cnns2)cc1Cl	-6	12	i

(listing goes on)
compound	OX1R antag-1	OX1R antag-2	CHT PAM
O=C1CCC([N+](=O)[O-])C(c2ccc(F)c(Br)c2)N1 (stereo unspecified)	-6	-7	i
CCCC(=O)Nc1nnc(SCC(=O)NCc2ccc3c(c2)OCO3)s1	-31	15	i
Cc1ccc(C(=O)NCC(=O)NCc2ccccc2F)s1	0	2	·
CCC1Sc2ccc(S(=O)(=O)CCC(=O)NC3CCCCCC3)cc2NC1=O (stereo unspecified)	-22	2	i
COc1ccc(Br)cc1CNC(=O)C1CCN(S(=O)(=O)N2CCCC2)CC1	-20	21	i
O=C(Cn1c(NCCCO)nc2ccccc21)c1ccc(Cl)cc1Cl	-19	6	i
Cc1cc(C)nc(/N=C(\N)Nc2cccc([N+](=O)[O-])c2)n1	-16	34	i
COC(=O)c1ccc(NC(=O)CSc2nnc(-c3ccccc3)n2C)cc1	-26	16	i
O=c1[nH]c2ccccc2nc1C(F)(F)C(F)F	-8	12	i
NC(=O)C1CCN(C2CC(=O)N(c3cccc(F)c3)C2=O)CC1 (stereo unspecified)	-5	14	i

Brought forward from above: 2 compounds, followed by the next part.
compound	OX1R antag-1	OX1R antag-2	CHT PAM
O=c1[nH]c2ccccc2nc1C(F)(F)C(F)F	-8	12	i
NC(=O)C1CCN(C2CC(=O)N(c3cccc(F)c3)C2=O)CC1 (stereo unspecified)	-5	14	i
COC(=O)c1c(O)cc(C(C)(C)C)n(-c2ccccc2)c1=O	-15	20	i
COc1cccc(CNS(=O)(=O)c2ccc3c(c2)CC(C)N3C(=O)C2CC2)c1 (stereo unspecified)	-5	24	i
Cc1ccccc1-c1nnc(SCC(=O)NC2CCCCC2)o1	-35	12	i
Cc1ccc(CS(=O)Cc2ccc(C(=O)NCc3ccccc3Br)o2)cc1 (stereo unspecified)	-17	5	i
Cc1ccccc1S(=O)(=O)Nc1ncnc2scc(-c3ccccc3)c12	-28	39	i
Cc1ccc(C2CC(C(F)(F)F)n3nc(C(=O)Nc4c(C)n(C)n(-c5ccccc5)c4=O)cc3N2)cc1 (stereo unspecified)	-18	6	i
CC(C)C[C@H](NC(=O)c1nc[nH]c1C(=O)N[C@@H](CCCCN)C(=O)OC(C)(C)C)C(=O)OC(C)(C)C	-6	5	·
CC(=O)N1CCN(C(=O)COC(=O)COc2c(C)cc(C)cc2C)CC1	-2	5	·
CCC(C)Sc1cc(-c2nc3ccc(Cl)cn3c2NC2CCCCC2)ccc1OC (stereo unspecified)	-45	7	·
CCc1ccccc1NC(=O)CSc1nnc(Cn2cnc3ccccc32)o1	-7	6	i

A second format for 4 compounds above.
SMILES: CCC(C)Sc1cc(-c2nc3ccc(Cl)cn3c2NC2CCCCC2)ccc1OC (stereo unspecified)
- OX1R antag-1 = -45
- OX1R antag-2 = 7
- CHT PAM = ·
SMILES: Cc1ccc(C2CC(C(F)(F)F)n3nc(C(=O)Nc4c(C)n(C)n(-c5ccccc5)c4=O)cc3N2)cc1 (stereo unspecified)
- OX1R antag-1 = -18
- OX1R antag-2 = 6
- CHT PAM = i
SMILES: Cc1ccc(CS(=O)Cc2ccc(C(=O)NCc3ccccc3Br)o2)cc1 (stereo unspecified)
- OX1R antag-1 = -17
- OX1R antag-2 = 5
- CHT PAM = i
SMILES: CC(=O)N1CCN(C(=O)COC(=O)COc2c(C)cc(C)cc2C)CC1
- OX1R antag-1 = -2
- OX1R antag-2 = 5
- CHT PAM = ·

The list continues:
compound	OX1R antag-1	OX1R antag-2	CHT PAM
COc1ccc(CC(=O)Nc2c3c(nn2C(C)(C)C)CS(=O)(=O)C3)cc1OC	-8	16	i
CC1(C)CC(=O)C2=C(C1)OC(N)=C(C#N)C2c1cccs1 (stereo unspecified)	-25	15	i
CC(OC(=O)CSc1ccc(F)cc1)C(=O)NC1(C#N)CCCCC1 (stereo unspecified)	-14	4	i
COc1ccc(/C=N/NC(=O)CN2CCCc3ccccc32)c(OC)c1	-38	14	i
CCOc1cccc(C(=O)Nc2nnc(-c3cccs3)s2)c1	-4	9	i
O=C(Nc1ccc(Nc2ccccc2)cc1)c1ccc(Br)o1	-8	16	i
Cc1ccc(SCc2cc(=O)[nH]c(SCC(=O)Nc3cc(Cl)ccc3Cl)n2)cc1	-10	20	i
O=C(NCC1CCCO1)c1cc(S(=O)(=O)Nc2ccc(Br)cc2)ccc1Cl (stereo unspecified)	-22	3	i
C=CCN1C(=O)/C(=C\c2ccc(Oc3nc(N4CCOCC4)nc(N4CCOCC4)n3)c(OC)c2)SC1=S	-31	10	i
C/C(N)=C(/C#N)C(=O)CSc1nc2ccccc2c(=O)n1CCCOC(C)C	-31	15	i
Cc1cccc(NC(=O)c2ccc(NC(=O)CC3SC(N4CCCC4)=NC3=O)cc2)n1 (stereo unspecified)	-20	16	i
Cc1c(C(=O)OCCOc2ccccc2)[nH]c2c1C(=O)CCC2	12	49	i
COc1cc(Cl)cc(C2NC(=O)NC(C)=C2C(=O)NCc2ccccc2)c1O (stereo unspecified)	-3	1	i
O=C(CSc1nc(N2CCCCC2)nc(N2CCCCC2)n1)Nc1nccs1	-6	5	i
Cc1cc(C)c(NC(=S)NCCO)c(C)c1	-9	22	i
COc1cc2oc3ccccc3c2cc1N(CC(=O)N(C)C)S(=O)(=O)c1ccc(C)cc1	2	14	i
C=CCN1C(=O)c2ccccc2C1(O)Cc1ccccc1 (stereo unspecified)	-9	-1	i
S=C(c1ccc(Cl)cc1)N1CCN(Cc2ccccc2)CC1	-17	19	i
CC(C)C[C@H](NC(=O)OC(C)(C)C)c1nnc(SCC(=O)Nc2ccc(Br)cc2)o1	-15	10	i
COCCn1cnnc1SCC(=O)Nc1cccc(S(=O)(=O)N(C)c2ccccc2)c1	-19	8	i
CC1=CC(=O)CC(C)(C)C1(O)/C=C/C(C)=C/C(=O)O (stereo unspecified)	-5	13	i
CC(CN1CCN(C)CC1)OC(=O)c1ccccc1 (stereo unspecified)	-9	35	i
CCOc1ccc(CNC(=O)CCn2c(=O)oc3ccccc32)cc1OC	-3	3	i
Cc1ccc(C)c(S(=O)(=O)N2CCN(C(=O)CSc3ccccc3F)CC2)c1	-33	5	i
CSc1nc(-c2ccccc2)nc(N2CCOCC2)c1C(C)=O	-53	8	i
O=C(O)c1ccc(-c2noc(-c3cccc(C(F)(F)F)c3)n2)cc1	8	5	i
C[C@@]12CCC=C[C@H]1[C@H](c1ccc3ccccc3c1Br)N(Cc1ccccc1)C2=O	0	12	·
CCN(CC)c1ccc(CNc2ccc3c(c2)ncn3CC)cc1	0	-9	i
Cc1c(NC(=O)c2cc(S(=O)(=O)N3CCCCC3)ccc2Cl)c(=O)n(-c2ccccc2)n1C	-31	8	·
N#Cc1ccccc1NC(=O)COC(=O)C1CCN(C(=O)c2ccc(Cl)cc2)CC1	-2	6	·
CCC(C)NCCOCCOc1ccccc1-c1ccccc1 (stereo unspecified)	-19	-1	i
Cc1nnc(-c2cnn(C)c2N)n1Cc1ccccc1F	-21	21	i
Cc1ccccc1C(CC(=O)c1cccs1)C(C#N)C#N (stereo unspecified)	4	33	i
CC(C)Cn1c(N)c(C(=O)COC(=O)c2cc(-c3ccccc3)nc3ccccc23)c(=O)n(C)c1=O	-15	9	i
CCn1c(SCc2ccccc2)nc2c(c1=O)SCC2	-18	8	i
CCCCCCSc1ccc(-c2nc3cnccn3c2NCCCC)cc1	-20	13	·
COc1cccc(CN2C(=O)c3ccccc3S2(=O)=O)c1	5	8	i
COc1cc(SC)ccc1C(=O)NCCc1c[nH]c2ccccc12	-11	21	i
CC1CCN(C(=O)c2[nH]cnc2C(=O)NCc2ccccc2)CC1	-10	-6	·
CCOc1ccc(C2C(C(=O)c3ccc(C)o3)=C(O)C(=O)N2Cc2cccnc2)cc1 (stereo unspecified)	-22	27	i
CCN1C(=O)C(CC(=O)Nc2ccc(Br)cc2)N(CCCc2ccccc2)C1=S (stereo unspecified)	17	20	i
